Assay outcomes as filed in PubChem.
Yeast superoxide: reduction of superoxide in aged yeast, primary screen, HTS. S. cerevisiae aged cells, superoxide DHE fluorescence; stronger effect = lower value. superoxide response (% of plate mean), % at 10 µM. 0.18% of 330,000 active;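 active = superoxide response under a set limit, about three screen SD below normal, cut at about 65% in these data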;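 also: yeast aged for seven days with compound at 30 °C before DHE staining; 100% = average MFI of all compound-treated wells on the plate with controls excluded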
GLD-1 TGE inh: GLD-1/TGE RNA complex disruptors, primary screen, biochemical, fluorescence polarization | Female germline-specific tumor suppressor gld-1 (Caenorhabditis elegans), Q17339 | purified GLD-1 + fluorescein TGE RNA | inhibition, % at 5.96 µM | 0.44% of 320,000 active;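 active = percent inhibition above a per-plate cutoff, the plate mean of test compounds plus 3 SD, cut at about 30% in these data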;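 also: 0% = DMSO wells with GLD-1 and probe and 100% = wells lacking GLD-1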
Target sequence (Q17339 whole entry, looked up): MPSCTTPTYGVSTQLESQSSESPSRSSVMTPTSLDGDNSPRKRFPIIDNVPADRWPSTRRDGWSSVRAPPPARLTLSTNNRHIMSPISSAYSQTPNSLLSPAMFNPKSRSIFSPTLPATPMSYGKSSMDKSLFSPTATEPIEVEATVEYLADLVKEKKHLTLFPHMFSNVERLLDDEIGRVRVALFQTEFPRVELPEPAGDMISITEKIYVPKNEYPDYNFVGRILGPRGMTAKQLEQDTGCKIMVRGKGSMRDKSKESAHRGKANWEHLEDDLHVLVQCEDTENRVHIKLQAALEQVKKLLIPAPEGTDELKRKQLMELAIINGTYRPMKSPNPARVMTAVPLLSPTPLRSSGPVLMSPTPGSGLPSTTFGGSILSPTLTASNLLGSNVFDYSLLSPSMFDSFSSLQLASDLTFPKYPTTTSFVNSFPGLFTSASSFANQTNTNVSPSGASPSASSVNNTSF
MEX-5 binding: MEX-5 zinc finger RNA-binding disruptors – biochemical, C. elegans, fluorescence polarization, MLPCN library, primary screen; Zinc finger protein mex-5 (Caenorhabditis elegans), Q9XUB2; 0.38% of 300,000 active; activity score (negative = inhibition of binding), % at 10 µM; MEX-5/FITC-TCR2 RNA binding; stronger effect = lower value;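 active = inhibition past about -25% in most replicates, and total fluorescence under double the plate's negative control median, limit read from the data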;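 also: 0% = DMSO and -100% = 5 µM competing unlabeled TCR2 RNA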
MCL1-BIM inh: inhibitors of MCL1 binding to BIM-BH3, primary screen, biochemical, fluorescence polarization; 0.68% of 320,000 active; GST-MCL1 / FITC-Bim-BH3 fluorescence polarization; AID 2057, 2009; inhibition, % at 10.9 µM;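 active = inhibition above the mean inhibition of all tested compounds plus 3 SD, set per campaign, cut at about 40% in these data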;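 also: 0% = DMSO wells and 100% = unlabeled Bim-BH3 peptide control; higher means more loss of mP so more displacement of Bim peptide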
Efflux pump mplx: inhibitors of Candida efflux pumps in yeast, primary screen, S. cerevisiae, Nile Red, multiplex. 0.44% of 330,000 active. S. cerevisiae Candida pump triplex. AID 485275, 2010. inhibition, % at 10 µM;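 active = plate passing quality check with inhibition over a set limit, or well fluorescence over plate mean plus 4 SD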;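 also: Nile Red retained in pooled yeast measured as flow cytometry median fluorescence; 0% = buffer negative control and 100% = Enniatin B positive control; higher means more Nile Red kept so more efflux inhibition; some compounds called inactive have numbers as strong as hits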
ZTA DNA inh: blocks Epstein-Barr virus ZTA, an EBNA-1 counter-screen; ZTA-DNA binding, fluorescence polarization; inhibition, % at 11 µM; 0.15% of 320,000 active; in the data active = inhibition above about 33%
Target sequence (P03206 whole entry, looked up): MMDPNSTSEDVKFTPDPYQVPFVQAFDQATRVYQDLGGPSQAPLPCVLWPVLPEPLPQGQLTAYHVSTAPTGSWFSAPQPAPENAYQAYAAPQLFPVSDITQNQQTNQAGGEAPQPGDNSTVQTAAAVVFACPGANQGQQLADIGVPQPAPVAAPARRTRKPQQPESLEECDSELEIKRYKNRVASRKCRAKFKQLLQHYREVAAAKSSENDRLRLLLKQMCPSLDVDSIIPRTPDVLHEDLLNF
BCLXL inh: inhibitors of human Bcl-xL, primary screen, biochemical, fluorescence polarization, HTS; Bcl-2-like protein 1 (Homo sapiens), Q07817; 0.7% of 320,000 active; GST-Bcl-xL / FITC-Bim BH3 peptide fluorescence polarization; inhibition, % at 10.9 µM;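 active = inhibition above the mean of all tested compounds plus 3 SD, cutoff set per campaign, cut at about 30% in these data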;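 also: 0% = DMSO wells and 100% = unlabeled Bim-BH3 peptide competitor; inhibitors lower millipolarization by displacing the labeled peptide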
Target sequence (Q07817 whole entry, looked up): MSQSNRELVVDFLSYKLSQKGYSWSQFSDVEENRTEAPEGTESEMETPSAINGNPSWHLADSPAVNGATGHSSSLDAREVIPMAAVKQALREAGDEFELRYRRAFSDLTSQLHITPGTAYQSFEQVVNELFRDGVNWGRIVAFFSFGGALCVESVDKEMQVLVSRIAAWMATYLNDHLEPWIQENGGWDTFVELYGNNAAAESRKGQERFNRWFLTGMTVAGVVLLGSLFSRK
Fam108B counter: mouse Fam108B serine hydrolase inhibitors, primary screen, counter-screen for RBBP9 inhibitor project, biochemical, fluorescence polarization; inhibition, % at 9.51 µM; 0.33% of 300,000 active; recombinant Fam108B, FP-Rh probe fluorescence polarization;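 active = inhibition above the screen mean inhibition plus 3 SD, computed separately per campaign, cut at about 18% in these data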;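 also: inhibitors lower polarization as less probe binds the enzyme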
EBNA-1 inh: EBNA-1 DNA-binding inhibitors, primary screen, biochemical, fluorescence polarization | inhibition, % at 14.8 µM | 0.34% of 300,000 active; in the data active = inhibition above about 28%
An asterisk follows results filed as active; . = no result given.

SMILES	Yeast superoxide	GLD-1 TGE inh	MEX-5 binding	MCL1-BIM inh	Efflux pump mplx	ZTA DNA inh	BCLXL inh	Fam108B counter	EBNA-1 inh
O=C(CSc1ccc(F)cc1)Nc1ccccc1N1CCOCC1	99.0	3.9	-4.1	-2.8	0.0	-4.0	0.0	2.3	-13.4
CC(=O)Nc1sc2c(c1C(c1ccncc1)N1CCOCC1)CCCC2 (stereo not drawn)	104.9	1.3	-0.4	-0.3	0.0	-3.0	4.0	3.8	4.1
COc1ccc(/C(C)=N/NC(=O)c2nnn(-c3nonc3N)c2-c2cccs2)cc1OC	120.5	2.3	-1.7	0.3	-0.1	8.3	-0.2	-1.6	1.1
Cc1ccccc1SCC(=O)Nc1cc(C(F)(F)F)ccc1N1CCOCC1	118.9	8.3	0.8	1.5	0.2	-8.0	1.5	-2.4	-12.9
CCc1ccccc1NC(=O)NC1CCCCC1	100.4	10.6	1.8	-1.8	-0.2	-15.0	-1.9	4.6	-9.5
O=C(NCc1ccco1)c1cccc(NS(=O)(=O)c2cccc(F)c2)c1	94.0	2.3	-0.6	2.1	0.0	-0.1	0.8	-0.7	4.6
Cc1cccc(-c2nc(CS(=O)CC(=O)NC3CCCC(C)C3C)c(C)o2)c1 (stereo not drawn)	143.5	-2.8	0.0	5.3	0.2	-4.0	1.6	3.2	0.2
CC(=O)NC(Cc1ccccc1C)C(=O)NC1CCN(c2nnnn2-c2ccccc2)CC1 (stereo not drawn)	103.0	6.8	0.0	2.2	0.0	7.2	2.4	3.5	-0.9
COc1ccc(C(=O)OCCN2CCOCC2)cc1	100.0	-2.3	0.7	-0.4	0.0	10.3	2.2	0.8	-2.6
O=C(c1ccc(Br)cc1)N(Cc1nc2ccccc2c(=O)[nH]1)C1CCCC1	104.7	-3.9	-1.7	-3.9	-0.2	13.3	-7.1	-4.1	-3.6
CCC1Sc2ccccc2N(CC(=O)NCCC(C)C)C1=O (stereo not drawn)	110.4	-8.3	-4.0	-6.3	0.1	6.2	-2.5	-2.1	-17.8
O=C(O)c1cc(NCc2cccs2)ccc1N1CCOCC1	109.9	1.3	-1.4	-5.1	0.1	11.2	-5.3	-0.5	3.6
Cc1nn(-c2ccccc2)c2nc(C(Cl)(Cl)Cl)[nH]c(=O)c12	124.2	-3.0	-1.0	4.6	-0.1	14.5	5.8	-4.6	8.9
CCn1c(=O)cc(SCC(=O)NCCN2CCN(Cc3ccccc3)CC2)c2ccccc21	97.3	7.5	-1.8	3.1	0.1	-3.6	-0.7	1.2	14.8
O=C1CS/C(=N/N=C/c2c[nH]c3ccccc23)N1	117.0	-2.2	0.7	-1.5	0.0	6.0	3.7	-1.9	4.5

Arranged by heavy-atom count (lowest first): part of the list above.
SMILES	Yeast superoxide	GLD-1 TGE inh	MEX-5 binding	MCL1-BIM inh	Efflux pump mplx	ZTA DNA inh	BCLXL inh	Fam108B counter	EBNA-1 inh
COc1ccc(C(=O)OCCN2CCOCC2)cc1	100.0	-2.3	0.7	-0.4	0.0	10.3	2.2	0.8	-2.6
O=C(c1ccc(Br)cc1)N(Cc1nc2ccccc2c(=O)[nH]1)C1CCCC1	104.7	-3.9	-1.7	-3.9	-0.2	13.3	-7.1	-4.1	-3.6
Cc1ccccc1SCC(=O)Nc1cc(C(F)(F)F)ccc1N1CCOCC1	118.9	8.3	0.8	1.5	0.2	-8.0	1.5	-2.4	-12.9
CCn1c(=O)cc(SCC(=O)NCCN2CCN(Cc3ccccc3)CC2)c2ccccc21	97.3	7.5	-1.8	3.1	0.1	-3.6	-0.7	1.2	14.8

Continued.
SMILES	Yeast superoxide	GLD-1 TGE inh	MEX-5 binding	MCL1-BIM inh	Efflux pump mplx	ZTA DNA inh	BCLXL inh	Fam108B counter	EBNA-1 inh
Cc1cccc(C(=O)NNC(=O)c2ccc(O)cc2)c1	101.0	-0.6	-3.2	-13.8	0.0	-10.6	0.9	-0.1	-21.5
COc1ccc(C2=NOC(C(=O)Nc3cccc(O)c3)C2)cc1 (stereo not drawn)	115.8	2.3	4.8	-10.7	0.1	12.5	-3.7	-3.0	-4.8
Cc1ccc(NC(=S)NCCc2c[nH]c3ccccc23)c(C)c1	102.0	0.8	-1.5	2.3	-0.1	-2.2	3.0	-0.2	8.9
COc1ccc(NC(=O)C2(S(=O)(=O)c3ccc(C)cc3)CC2)cc1OC	102.7	10.9	-2.5	-1.8	0.0	-4.5	-2.2	2.8	-12.8
CC12CCC(C(=O)Nc3ccccc3N3CCOCC3)(CC1=O)C2(C)C (stereo not drawn)	99.7	1.9	0.0	4.3	0.2	9.2	-0.6	4.3	-6.0
CC(=O)Nc1ccc(N2C(=O)c3cccc(NC(C)=O)c3C2=O)cc1	111.1	51.2*	1.0	2.2	0.2	0.5	2.1	-1.9	4.0
Cc1ccc(OCCCCNC(C)c2ccccc2)c(C)c1 (stereo not drawn)	100.9	6.3	-3.1	3.9	0.0	0.2	2.0	2.4	9.7
O=C(Cn1cnc2ccccc2c1=O)Nc1nnc(SCc2ccc(Cl)cc2)s1	108.1	-5.8	-2.9	-5.8	0.3	1.2	-0.8	-3.6	11.4
CS(=O)(=O)N(CC(=O)N1CCN(Cc2ccccc2)CC1)c1ccc(F)cc1	100.6	1.8	0.0	-3.2	0.2	-26.8	1.3	2.6	-15.8
O=C(c1ccc(C(F)(F)F)cc1)C1CCCN(C(=O)c2csnn2)C1 (stereo not drawn)	95.9	-8.1	0.1	7.8	0.1	18.6	3.5	2.3	-6.5
[O-]c1c[n+](-c2ccc(-[n+]3cc([O-])on3)cc2)no1	86.6	8.2	0.1	22.6	-0.2	-3.7	10.5	1.5	-2.6
COc1ccccc1NC(=O)CSc1nnc(C2CCCCC2)n1C	94.2	-6.8	-1.9	3.6	0.0	9.1	1.9	-0.5	-9.3
CCOC(=O)c1ccc(NC(=S)N2CCSC2c2c(F)cc(F)cc2F)cc1 (stereo not drawn)	104.7	9.6	2.9	3.1	0.1	4.6	1.4	-13.5	3.9
CCCCN(C)CC(O)Cn1cc(/C=C/C(=O)c2ccc(OCC)cc2)c2ccccc21 (stereo not drawn)	97.5	-90.6	3.1	-14.5	0.0	6.5	1.2	1.5	3.5
O=C(NCc1nc2ccccc2[nH]1)C1=C[C@@H](c2csc3ccccc23)C[C@@H](OCc2ccc(CO)cc2)O1	109.2	0.0	11.2	2.6	-0.1	-2.9	1.4	-30.2	10.5
Cc1sc2ncnc(-n3nnc4ccccc43)c2c1C	96.7	4.4	2.0	4.1	0.1	-16.8	5.5	3.4	3.1
COc1cc(C(=O)NCc2ccco2)c(Br)c(OC)c1OC	107.5	2.3	1.1	-0.6	0.1	-1.6	3.5	-3.4	-6.0
CCOC(=O)CNC(=O)c1ccc(Cl)s1	94.4	3.0	-0.7	5.3	0.1	-9.2	0.5	8.0	-2.8
CCNc1nc(NCC)nc(Oc2ccc(N)cc2)n1	113.7	2.6	-0.2	7.3	0.1	8.5	6.7	0.3	3.5
Cc1ccc(C(O)c2ccc(-n3ccnc3)cc2)cc1 (stereo not drawn)	99.3	3.9	2.3	3.1	0.2	12.5	-2.4	-1.9	11.1
O=C1CCC([N+](=O)[O-])C(c2cc(Br)ccc2F)N1 (stereo not drawn)	97.9	10.8	1.0	6.9	0.2	-3.2	-0.9	2.7	-6.9
CCc1ccc(/C=C2\Oc3cc(OC(=O)N4CCOCC4)ccc3C2=O)cc1	122.5	2.2	1.5	1.6	-0.2	-12.7	2.5	0.5	-2.4
CCOC(=O)C1CCN(Cc2cccc(OC)c2)CC1	98.2	1.7	0.0	-2.0	-0.1	-20.0	4.7	0.0	0.8
COc1cccc(CN2C(=O)C3(C(C#N)=C(N)OC4=C3C(=O)CCC4)c3ccccc32)c1 (stereo not drawn)	106.9	5.2	-0.6	6.9	0.0	14.3	3.4	0.3	9.8
O=C(Nc1cccc(Cl)c1N1CCOCC1)c1ccc(Br)o1	93.3	2.5	3.0	5.0	0.0	10.7	5.5	-2.5	3.0
O=c1c2c([nH]n1-c1ccccc1)CCSC2	106.3	-4.0	-6.4	8.8	-0.1	6.0	3.7	2.5	-10.8
O=C(NCCCN1CCOCC1)C1CCN(S(=O)(=O)c2c(Cl)cccc2Cl)CC1	94.0	-8.9	-2.1	6.1	0.2	0.9	1.5	2.7	-8.6
O=C(c1ccco1)[C@@H]1[C@@H]2C(=O)N(c3ccc(F)cc3)C(=O)[C@@H]2[C@H]2C=Cc3ccccc3N21	111.3	20.0	.	9.3	0.2	3.6	32.9*	7.2	-9.4
CC(Sc1nnc(COc2ccc([N+](=O)[O-])cc2)n1C)C(=O)O (stereo not drawn)	101.4	0.0	-0.1	-13.5	-0.1	16.9	-11.2	-0.9	2.3
N#Cc1ccc(COC(=O)CCc2c[nH]c3ccccc23)cc1	85.2	2.3	-2.1	-9.9	0.0	14.1	-3.5	3.1	4.5
CCOc1ccccc1NC(=O)c1ccc2nc[nH]c2c1	108.0	2.9	2.4	2.5	0.1	-5.9	8.9	3.5	-14.2
CN1C(=O)NC(c2ccc(O)cc2)C(C(=O)c2cccs2)C1(O)C(F)(F)F (stereo not drawn)	99.5	1.9	1.7	-0.6	0.1	1.1	2.4	-1.1	-9.7
Cc1ncc(C[n+]2csc(CCOC(=O)C34CC5CC(CC(C5)C3)C4)c2C)c(N)n1	100.7	-3.2	-0.3	4.7	0.1	3.5	4.2	0.7	11.3
COc1cc2nc(CN3CCN(S(=O)(=O)c4ccc(Cl)cc4)CC3)[nH]c(=O)c2cc1OC	100.5	3.1	1.4	0.3	0.3	7.8	1.2	0.1	4.7
Cc1cc(C)c2[nH]c(=O)c(CN(Cc3cccnc3)C(=S)NCCCN(C)C)cc2c1	89.6	5.7	-0.1	2.4	0.1	10.7	2.2	0.9	0.4
CN(CC(=O)Nc1ccc(Cl)c(C(F)(F)F)c1)C(=O)C1CCCO1 (stereo not drawn)	149.5	15.0	.	3.9	0.0	3.9	3.1	.	.
O=C(NCC1(O)CCCCC1)C1CCC(=O)N(Cc2ccccc2F)C1 (stereo not drawn)	86.8	4.8	1.3	-4.1	0.1	-4.0	3.3	-2.3	-4.6
Cc1nc2ccccc2cc1C(=O)Nc1ccccc1Cl	99.5	-5.8	-2.4	-2.7	-0.1	2.4	1.8	-1.5	-5.5
CC1CCC(NS(=O)(=O)c2ccc3c(c2)n(C)c(=O)c(=O)n3C)CC1 (stereo not drawn)	104.9	-3.0	0.3	4.5	-0.1	-18.0	6.2	4.2	-0.3
CCN1CCN(C(=O)c2cnn3c(C(F)F)cc(-c4ccc(C)cc4)nc23)CC1	110.3	-5.1	-1.5	3.5	-0.2	8.7	0.9	2.0	-7.6
Cc1cc(C)nc(N/N=C/c2ccccc2Cl)n1	105.4	8.7	-1.6	11.0	-0.1	-16.2	10.3	2.8	0.3
CC(=O)N(CCc1cccc(C)c1)Cc1cc2ccc(C)cc2[nH]c1=O	102.8	7.9	0.3	6.4	-0.1	-18.5	5.0	3.3	-0.4
C=CCN1C(=O)/C(=C2/Sc3ccccc3N2CCCS(=O)(=O)O)SC1=S	98.2	-1.8	-0.7	35.1	0.0	26.7	16.1	14.1	3.7
Cc1ccc(NC(=O)NCc2ccc3c(c2)OCO3)cc1C	105.8	6.5	-1.1	9.8	0.0	6.5	-1.6	-0.1	29.5*
